MOR-DOR ag: agonists of OPRM1-OPRD1 heterodimerization, primary screen, cell-based, luminescence. Mu-type opioid receptor (Homo sapiens) + Delta-type opioid receptor (Homo sapiens), …. cells. activation, % at 9.3 µM. hit rate 0.3% among 340,000. AID 504326, 2011; in the data active = activation above about 18%;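 note: 0% = vehicle-treated cells and 100% = reference agonist; values of inactives mirror those of a sister screen read the other way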
AddAB inh: growth inhibition of E. coli expressing H. pylori AddAB, primary screen, AddAB inhibitor project, absorbance | inhibition, % at 11.9 µM | hit rate 0.29% among 330,000; in the data active = inhibition above about 12%;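 note: 0% = vehicle wells of infected cells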
Ecoli viability: E. coli V3065 growth inhibition, primary screen, counter-screen for AddAB inhibitor project, absorbance, OD600 | hit rate 0.27% among 330,000 | 18 h | inhibition, % at 11.9 µM;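 active = inhibition above the campaign's mean inhibition across all tested compounds plus 3 SD, cut at about 9.9% in these data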;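 note: uninfected addAB+ strain grown without phage in ampicillin broth; 0% = DMSO wells and 100% = ciprofloxacin 0.95 µg/ml wells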
phage Ecoli inh: growth loss of phage-infected E. coli, primary screen, RecBCD inhibitor project, absorbance, with phage, HTS; inhibition, % at 11.9 µM; hit rate 0.26% among 360,000; AID 651602, 2012; in the data active = inhibition above about 11%
PKA-R1A act: activators of PKA-R1A holoenzyme, primary screen, biochemical, fluorescence polarization, Cy5-IP20, bovine R1A, mouse PKAc; PKA-R1A dissociation; scaled: DMSO 0%, 113 µM cGMP 100%; cAMP-dependent protein kinase type I-alpha regulatory subunit (Bos taurus) + …; AID 504707, 2011; hit rate 0.083% among 340,000; activation, % at 11.4 µM;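 active = percent activation above the mean of all tested compounds plus 3 SD, cut at about 19% in these data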;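 note: higher means more PKAc released from R1A so a rise in polarization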
SUMO Mot1 rescue: yeast Mot1-301 growth rescue at high temperature, primary screen, SUMOylation pathway inhibitor project, S. cerevisiae, ATP luminescence, 38.5C; S. cerevisiae Mot1-301 growth rescue; percent above DMSO median, 100 means doubled; hit rate 1% among 320,000; AID 2716, 2010; growth rescue, % at 18.8 µM;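 active = every valid replicate shows activation above 250% relative to neutral control wells; inactive = the rest, any valid replicate at or below 250%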;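 note: OY570 slx delta 5 strain wells were the positive control but not used for scaling; some compounds called inactive have numbers as strong as hits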
Pemphigus Ab inh: inhibitors of pemphigus antibody binding to DSG3, primary screen, biochemical, bead-based, flow cytometry, scFv-GFP; DSG3-coupled beads, scFv-anti-DSG3-GFP binding; hits give low values; binding (percent of control), % at 10 µM; hit rate 0.48% among 310,000; AID 588358, 2011;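 active = binding more than 3 SD below its plate's average and above zero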;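 note: hits lower antibody fragment binding to DSG3; some compounds called inactive have numbers as strong as hits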
Target sequence (P32926 whole entry, looked up, the tested form may be a part): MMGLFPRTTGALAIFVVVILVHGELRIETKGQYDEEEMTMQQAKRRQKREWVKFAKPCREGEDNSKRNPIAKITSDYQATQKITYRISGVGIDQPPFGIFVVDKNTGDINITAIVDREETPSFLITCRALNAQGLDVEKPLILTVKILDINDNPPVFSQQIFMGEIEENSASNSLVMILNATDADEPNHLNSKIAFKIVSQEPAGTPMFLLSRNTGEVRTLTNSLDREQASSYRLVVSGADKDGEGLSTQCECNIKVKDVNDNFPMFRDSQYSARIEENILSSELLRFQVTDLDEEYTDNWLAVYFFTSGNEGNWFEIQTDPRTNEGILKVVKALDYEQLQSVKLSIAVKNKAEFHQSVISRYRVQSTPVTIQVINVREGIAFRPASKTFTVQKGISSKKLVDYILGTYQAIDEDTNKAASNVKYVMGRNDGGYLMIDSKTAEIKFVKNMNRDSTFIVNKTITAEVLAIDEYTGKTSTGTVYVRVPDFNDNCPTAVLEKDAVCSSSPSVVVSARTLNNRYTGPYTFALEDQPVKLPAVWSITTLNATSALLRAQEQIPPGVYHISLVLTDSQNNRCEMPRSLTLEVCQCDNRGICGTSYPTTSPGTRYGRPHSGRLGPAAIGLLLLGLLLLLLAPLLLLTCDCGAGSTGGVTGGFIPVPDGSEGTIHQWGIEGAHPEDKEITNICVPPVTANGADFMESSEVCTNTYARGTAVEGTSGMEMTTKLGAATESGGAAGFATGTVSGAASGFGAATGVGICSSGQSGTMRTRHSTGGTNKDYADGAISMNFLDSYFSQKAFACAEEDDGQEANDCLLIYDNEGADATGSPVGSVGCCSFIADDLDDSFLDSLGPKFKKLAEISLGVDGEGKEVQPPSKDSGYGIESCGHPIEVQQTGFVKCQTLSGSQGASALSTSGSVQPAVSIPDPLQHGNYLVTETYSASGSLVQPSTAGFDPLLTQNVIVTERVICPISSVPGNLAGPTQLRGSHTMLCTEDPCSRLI
PfHsp90 set2: growth inhibition of PfHsp90-expressing yeast, primary screen, antimalarial PfHsp90 inhibitor project, S. cerevisiae, BacTiter-Glo luminescence, single point, set 2. BacTiter-Glo ATP, 48 h; yeast lacking PDR1 and PDR3 efflux regulators. inhibition, % at 9.4 µM. hit rate 0.32% among 310,000;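 active = every replicate shows inhibition above about 80%, whatever the replicate mean, limit read from the data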;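 note: 0% = DMSO neutral controls and 100% = 20 µM radicicol positive controls; yeast relying on Plasmodium falciparum Hsp90 in place of its own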
MOR-DOR inv ag: inverse agonists of MOR-DOR heterodimerization, primary screen, cell-based, luminescence | cell-based MOR-DOR heterodimer luminescence, inverse agonism | inhibition, % at 9.3 µM | hit rate 0.21% among 340,000 | AID 504357, 2011; in the data active = inhibition above about 22%, passing the limit was not always enough;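 note: 0% = cells with DMSO and 100% = wells without cells with DMSO; values of inactives mirror those of a sister screen read the other way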
Arr AP2 block: inhibitors of beta-arrestin/AP2 binding, primary screen, biochemical, GPCR trafficking, flow cytometry; inhibition, % at 10 µM; FITC-arrestin peptide / GST-AP2 beads; AP2 beta2 appendage carries R879A mutation; beta-arrestin 1 C-terminal peptide binding to AP2 beta2-adaptin appendage (human); hit rate 0.31% among 340,000;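 active = inhibition above a set limit, near 3 SD of compounds lacking own fluorescence, cut at about 54% in these data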;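 note: plate controls were DMSO wells for no effect and 5 µM unlabelled arrestin peptide for full effect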
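test system = AP2 appendage R879A on GSH beads | buffer or medium = PBS plus Tween 20 (0.05%) and BSA (0.1%) | incubation = 12 min plus 1 h, RT | detection = bead flow cytometry, FITC channel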
Tat export inh: E. coli Tat export inhibitors, primary screen, MC4100, TorA-mCherry reporter, fluorescence, single point; inhibition, % at 10 µM; hit rate 0.036% among 340,000; AID 488895, 2010;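 active = mean replicate inhibition at least 50% and at least half of replicates individually reaching 50%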;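 note: exported cargo escapes ClpAP degradation while cytoplasmic cargo is degraded and loses fluorescence; 0% = median of neutral control wells and 100% = median of NaSCN control wells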
* hit, by the source's call; x = not tested or not shown; + = active, no number.

| SMILES | PKA-R1A act | Tat export inh | MOR-DOR inv ag | Ecoli viability | SUMO Mot1 rescue | AddAB inh | Pemphigus Ab inh | Arr AP2 block | MOR-DOR ag | PfHsp90 set2 | phage Ecoli inh |
| --- | --- | --- | --- | --- | --- | --- | --- | --- | --- | --- | --- |
| O=C(c1ccccc1)c1c[nH]c(C(=O)NCCCN2CCOCC2)c1 | 4.1 | 2.9 | 8.8 | -2.0 | -4.7 | -0.5 | 97.2 | 0.4 | -1.8 | x | 1.2 |
| COc1ccccc1N1CCN(C(=O)c2ccc(S(=O)(=O)N3CCCCC3)cc2)CC1 | 3.4 | 1.0 | 5.7 | -0.5 | 7.3 | 1.7 | x | -2.8 | -1.4 | -25.3 | 1.1 |
| Cc1ccc(SCCn2nc(C(=O)O)c3ccccc3c2=O)cc1 | -0.8 | 13.1 | -38.5 | 2.3 | -24.2 | 5.1 | 90.3 | 6.5 | 8.4 | -8.6 | 0.8 |
| CCC1(c2ccc(F)cc2)NC(=O)N(CC(=O)N2CCc3ccccc3C2)C1=O (centres undefined) | -11.5 | -9.9 | 12.0 | 2.4 | 168.8 | 2.5 | 101.3 | -9.6 | -1.8 | -3.1 | -0.5 |
| CC(C(=O)Nc1sc2c(c1C(=O)NCc1ccco1)CCCC2)N1C(=O)c2ccccc2C1=O (centres undefined) | 11.7 | 5.6 | -24.6 | 2.1 | -7.1 | -0.6 | x | 10.8 | 4.3 | 2.0 | 0.6 |
| CCCC(=O)Nc1cccc(-c2nc3cc(C)c(C)cc3o2)c1 | -8.8 | -1.7 | 14.7 | 3.6 | -6.9 | 3.6 | 111.4 | -6.6 | -3.5 | -37.1 | 2.4 |
| COc1ccc(NC(=O)NCc2ccccn2)cc1OC | -12.9 | -5.1 | 15.0 | 0.6 | -8.8 | -0.3 | 88.9 | -2.7 | -3.0 | 5.0 | 1.2 |
| O=C(Nc1cc2c(oc1=O)CCCC2=O)c1ccc(Cl)cc1 | -2.4 | -22.6 | 17.0 | -0.1 | -2.2 | 1.1 | 103.3 | 37.1 | -3.2 | 7.9 | 1.6 |
| Cc1cccc(NC(=O)CSCC(=O)Nc2ccccc2C(=O)NC2CC2)c1 | -9.9 | -5.8 | 2.2 | 0.4 | 0.6 | 1.9 | 105.3 | 1.1 | -0.3 | -13.5 | 0.5 |
| O=C(CNC(=O)c1ccc(Br)o1)NCc1ccccc1 | -11.9 | 0.6 | 9.5 | 1.2 | 1.6 | 2.5 | 101.5 | 4.2 | -1.7 | -21.6 | 2.4 |

Results in phage Ecoli inh and Ecoli viability (4 entries from above):
canonical_smiles | phage Ecoli inh | Ecoli viability
CCC1(c2ccc(F)cc2)NC(=O)N(CC(=O)N2CCc3ccccc3C2)C1=O (centres undefined) | -0.5 | 2.4
Cc1ccc(SCCn2nc(C(=O)O)c3ccccc3c2=O)cc1 | 0.8 | 2.3
CCCC(=O)Nc1cccc(-c2nc3cc(C)c(C)cc3o2)c1 | 2.4 | 3.6
COc1ccccc1N1CCN(C(=O)c2ccc(S(=O)(=O)N3CCCCC3)cc2)CC1 | 1.1 | -0.5

(more compounds)
| SMILES | PKA-R1A act | Tat export inh | MOR-DOR inv ag | Ecoli viability | SUMO Mot1 rescue | AddAB inh | Pemphigus Ab inh | Arr AP2 block | MOR-DOR ag | PfHsp90 set2 | phage Ecoli inh |
| --- | --- | --- | --- | --- | --- | --- | --- | --- | --- | --- | --- |
| CCN1CSC(=S)N(Cc2ccccc2)C1 | -11.6 | -36.6 | 14.6 | -1.3 | 152.6 | 0.8 | 94.3 | 8.8 | -2.9 | -13.5 | -0.2 |
| COc1ccc(COC(=O)CCS(=O)(=O)c2ccc(C)cc2)cc1 | -5.5 | 0.4 | 1.8 | 0.6 | 15.6 | 3.6 | 100.2 | 23.2 | -0.3 | 16.1 | 4.0 |
| CN1C(=O)c2ccc(C(=O)Nc3ccccc3O)cc2C1=O | -2.2 | 5.2 | 14.2 | 0.8 | 24.0 | 0.2 | 88.1 | 1.1 | -3.0 | -8.4 | 1.3 |
| O=[N+]([O-])c1ccccc1NCCNc1ncc(C(F)(F)F)cc1Cl | -6.3 | 3.3 | -1.3 | 0.7 | -6.3 | 3.2 | 73.5 | -3.7 | 0.3 | 2.6 | 2.8 |
| C(=N\N1CCN(C2c3ccccc3-c3ccccc32)CC1)/c1ccncc1 | -1.5 | -3.5 | -29.5 | 1.8 | + | 2.2 | 107.0 | -4.1 | 6.0 | x | 2.1 |
| C/C(=N\NC(=O)c1ccc(-c2ccccc2)cc1)C1C(=O)c2ccccc2C1=O | 4.3 | 0.3 | 5.8 | 4.4 | 73.7 | 5.7 | 95.9 | 20.5 | -1.2 | 39.9 | 3.5 |
| C/C(=N\NC(=S)NCCc1ccccc1)c1ccc(Cl)cc1Cl | -1.4 | 2.5 | 2.7 | 2.5 | 13.5 | 7.2 | 95.1 | 23.6 | -0.5 | -1.2 | 0.4 |
| CCOc1ccc(NC(=O)CSc2nc3ccccc3c(=O)n2CCCC(=O)NCCCN2CCCC2=O)cc1 | -4.5 | 5.9 | 9.6 | 1.5 | 5.5 | -3.6 | 121.3 | -27.4 | -2.0 | x | 0.9 |
| COc1ccc(OC)c(CCNC(=O)CSc2ccsc2[N+](=O)[O-])c1 | -9.0 | -15.0 | 13.3 | -4.1 | -15.2 | 1.9 | 85.3 | 1.9 | -2.0 | 24.0 | 2.5 |
| Cc1ccc(C(=O)OCC(=O)NC(C)C)cc1S(=O)(=O)N1CCOCC1 | -2.9 | 4.3 | 12.5 | 2.0 | -24.8 | 0.2 | 104.5 | 45.9 | -2.4 | 12.2 | 0.5 |
| COc1ccc(-c2cc(C(=O)Nc3ccc4c(c3)OCO4)no2)cc1OC | -5.9 | 2.1 | -7.6 | 2.0 | -6.8 | 4.6 | 106.5 | 4.5 | 1.4 | 13.1 | 2.5 |

In a second layout: 3 of the compounds above
Values run as follows: PKA-R1A act, Tat export inh, MOR-DOR inv ag, Ecoli viability, SUMO Mot1 rescue, AddAB inh, Pemphigus Ab inh, Arr AP2 block, MOR-DOR ag, PfHsp90 set2, phage Ecoli inh
- COc1ccc(COC(=O)CCS(=O)(=O)c2ccc(C)cc2)cc1
    -5.5, 0.4, 1.8, 0.6, 15.6, 3.6, 100.2, 23.2, -0.3, 16.1, 4.0
- CN1C(=O)c2ccc(C(=O)Nc3ccccc3O)cc2C1=O
    -2.2, 5.2, 14.2, 0.8, 24.0, 0.2, 88.1, 1.1, -3.0, -8.4, 1.3
- O=[N+]([O-])c1ccccc1NCCNc1ncc(C(F)(F)F)cc1Cl
    -6.3, 3.3, -1.3, 0.7, -6.3, 3.2, 73.5, -3.7, 0.3, 2.6, 2.8

Source: PubChem (several laboratories)
